Screens deposited in PubChem BioAssay by National Center for Advancing Translational Sciences (NCATS).
aSyn tox rescue: rescues yeast growth from alpha-synuclein toxicity | S. cerevisiae alpha-synuclein toxicity rescue, BacTiter-Glo growth, 24 h | Potency, µM (doses to about 46.1 µM), for the others: at the highest dose growth rescue (activation), actives largely listed as activators | hit rate 0.02% among 94,000; active = well fitted activation curve with a large enough effect; inconclusive = small, poorly fitted or top-dose-only effect; note: 0% is about no effect
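Growth restoration measured by BacTiter-Glo luminescence after 24 hr at 30 deg C; alpha-synuclein yeast, raffinose-pregrown to mid-log, were added at OD600=0.02 in galactose medium onto pinned compounds.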
* marks the source's active call; other numbers are inactive results; ? = inconclusive; [ ] = dose if it differs, or a comment. Potency is the fitted concentration of half-maximal effect.

#	mol	aSyn tox rescue
1	C[C@H]1CN([C@@H](C)CO)C(=O)CCCn2nncc2CO[C@H]1CN(C)S(=O)(=O)c1ccc2ccccc2c1	1.0%
2	CCOc1ccc(-c2cc(CCCC(=O)NCCc3ccc(OC)c(OC)c3)no2)cc1	7.0%
3	CS(=O)(=O)NN1C(=O)c2ccccc2NC1c1cccc(O)c1 (configuration not stated)	-16.1%
4	CC1CN(C(=O)CCC(=O)NCc2ccc(F)cc2)c2cc(Cl)ccc2O1 (configuration not stated)	-10.3%
5	O=C(CCc1nc(-c2cccs2)no1)Nc1ccccc1[N+](=O)[O-]	-4.3%
6	CCc1ccc(NC(=O)CSc2nccn2-c2ccc(OC)cc2)cc1	9.9%
7	NS(=O)(=O)c1ccc(CNC(=O)/C=C/c2cccc([N+](=O)[O-])c2)cc1	1.4%
8	Cc1ccc(/C=C/C(=O)OCn2nnc3ccccc3c2=O)o1	?
9	COc1ccc(CNCCC(c2ccc3c(c2)OCO3)c2ccccc2OC)cc1 (configuration not stated)	7.2%
10	CCOc1ccccc1NC(=O)/C(C#N)=C/c1c(C)nn(-c2ccccc2)c1Cl	3.1%
11	Cc1cc(NC(=O)c2ccc(F)cc2)ccc1-c1cc2ccccc2oc1=O	-4.6%
12	CSCCC(NS(=O)(=O)c1ccc2c(c1)oc(=O)n2C)C(=O)N1CCN(c2cccc(Cl)c2)CC1 (configuration not stated)	2.5%
13	COc1ccc(N2CCN(C(=O)Cn3ncc4c3-c3cc(C)ccc3OC4)CC2)cc1	-2.8%
14	C[C@@H]1CN([C@@H](C)CO)C(=O)c2cc(NC(=O)C3CCCCC3)ccc2O[C@@H](C)CCCCO[C@@H]1CN(C)Cc1ccncc1	-7.4%
15	Cc1ccc(S(=O)(=O)n2nc(-n3c(C)ccc3C)c3c(F)cccc32)c2ccccc12	4.6%
16	COc1cc(NC(=O)CSc2nc(C)c(C(=O)Nc3ccccc3)c(-c3ccc(OC)c(OC)c3)c2C#N)c(OC)cc1Cl	4.5%
17	COc1ccc(CCNC(=O)CSc2nc3ccccc3nc2Cc2ccc(Cl)cc2)cc1OC	6.2%
18	Cc1nn(-c2ccc(N3CCOCC3)nn2)c(C)c1CCC(=O)Nc1ccc(F)cc1F	-13.8%
19	COc1ccc(CC2(CO)CCN(Cc3cnn(-c4ccccc4)c3)CC2)cc1	-3.1%
20	CCOc1ccc(-n2nnnc2SCC(=O)NC2CCCC2)cc1	6.6%
21	COc1ccc(C)cc1NC(=O)c1ccc2nc(Cc3ccccc3)oc2c1	24.7%
22	CC(C)N1CCc2c(sc(NC(=O)Cc3ccccc3)c2C#N)C1	-9.9%
23	CCCCC(=O)Nc1cc2nn(-c3ccc(OCC)cc3)nc2cc1C	0.5%
24	Cc1cn([C@H]2C[C@H](O)[C@@H](CNC/C=C/c3ccccc3[N+](=O)[O-])O2)c(=O)[nH]c1=O	-2.3%
25	COc1cc(-c2cc(C(=O)Nc3ccc(N4CCOCC4)cc3)c3ccccc3n2)cc(OC)c1OC	-11.9%
26	O=C(C1=C(O)C(=O)N(CCN2CCOCC2)C1c1cccc([N+](=O)[O-])c1)c1cc2ccccc2o1 (configuration not stated)	-2.0%
27	CCOc1ccc(CN2CCN(C3CCSCC3)CC2CCO)cc1 (configuration not stated)	-11.4%
28	COc1ccc(C2C3=C(CC(C)(C)CC3=O)Oc3ncn4nc(-c5ccccc5)nc4c32)cc1 (configuration not stated)	-9.7%
29	COc1ccc(CNC(=O)c2cc(-c3ccc(Br)s3)nc3ccccc23)c(OC)c1	-1.2%
30	COc1cccc(C2=NOC(C(=O)Nc3cc(C)nn3-c3ccccc3)C2)c1OC (configuration not stated)	-0.2%
31	CC12COC3(C(=O)Nc4ccccc4F)CC1CCC32C (configuration not stated)	-0.3%
32	Cc1nc2ccccc2n1CCc1nc2c3ccccc3nc(SCc3ccc(F)cc3)n2n1	4.9%
33	COc1ccc(C(=O)NNC(=S)NC(=O)c2cccnc2)cc1	-2.3%
34	COc1ccc(-c2nc3sc(CCNC(=O)c4ccc(Br)o4)c(C)n3n2)cc1	2.4%
35	Cc1c(Cl)cccc1NC(=O)CSc1ncnc2c1sc1ccccc12	6.8%
36	CC(=O)Nc1ccc(S(=O)(=O)N2CCN(c3cc(C)nc4ncnn34)CC2)cc1	4.6%
37	CCC(=O)N1CCc2cc(S(=O)(=O)NC(CC(C)C)C(=O)Nc3cc(C)ccc3OC)ccc21 (configuration not stated)	-1.0%
38	COc1ccc(S(=O)(=O)N(C)C[C@@H]2Oc3cc(C#CC4CCCCC4)ccc3S(=O)(=O)N([C@@H](C)CO)C[C@@H]2C)cc1	5.2%
39	CCCNC(=O)C[C@@H]1C[C@@H]2c3cc(NS(=O)(=O)c4ccc(OC)cc4)ccc3O[C@@H]2[C@@H](CO)O1	-3.4%
40	COc1ccc(/C(C)=N/N=C(N)N)c(O)c1	-30.0%[inhibitor]
41	CCN(c1ccccc1)S(=O)(=O)c1cccc(C(=O)NCc2ccncc2)c1	3.9%
42	CCCSc1ncc(Cl)c(C(=O)N(Cc2cccc(Cl)c2)C2CCS(=O)(=O)C2)n1 (configuration not stated)	7.1%
43	CCc1ccc(-n2nc3cc(C)c(NC(=O)c4cc(Cl)ccc4OC)cc3n2)cc1	-2.7%
44	CCCCCCn1c(CN2CCN(CCO)CC2)nc2c1c(=O)n(C)c(=O)n2C	-12.4%
45	Cc1c(-c2ccc(OCCN3CCOCC3)cc2)c(=O)oc2ccc3ccccc3c12	4.5%
46	COc1ccc(CCNC(=O)CSc2cc(=O)n(C)c3ccccc23)cc1OC	-1.9%
47	CCOc1cc(/C=N/NC(=O)CSc2nncn2C)ccc1OC(=O)c1ccc(Cl)cc1	-10.6%
48	CCC(C)c1ccccc1N1CC(C(=O)Nc2ccc(S(=O)(=O)N3CCOCC3)cc2)CC1=O (configuration not stated)	-2.0%
49	CCOc1ccc(-c2cc3nc(C4CCN(C(=O)OC(C)(C)C)CC4)c(C(=O)Nc4ccc(C(=O)OC)cc4)cn3n2)cc1	-2.6%
50	OCC(Cc1ccc2c(c1)OCO2)C(CO)Cc1ccc2c(c1)OCO2 (configuration not stated)	8.1%
51	CC1C(=O)N(Cc2cn(CCC3OCCO3)nn2)CCS(=O)(=O)N1Cc1ccc(-c2ccc(Cl)c(Cl)c2)cc1 (configuration not stated)	24.8%
52	CCOc1ccc(CCNC(=O)C2CC(=O)N(CCc3ccc(OC)c(OC)c3)C2)cc1OCC (configuration not stated)	4.0%
53	CCN(CC)S(=O)(=O)c1ccc2c(c1)N(CC(=O)Nc1ccc(C)cc1C)C(=O)C1CCCN21 (configuration not stated)	-2.1%
54	CCOc1ccc(/C=C/c2nc(C#N)c(N3CCCCC3)o2)cc1	1.2%
55	CCCCOCCCNC(=S)Nc1ccc(S(=O)(=O)N2CCOCC2)cc1	-9.7%
56	Cc1ccc(-c2nnc(Nc3ccc(O)cc3)c3ccccc23)cc1S(=O)(=O)NCC1CCCO1 (configuration not stated)	2.9%

Reprinted: nos. 49 to 50
#	mol	aSyn tox rescue
49	CCOc1ccc(-c2cc3nc(C4CCN(C(=O)OC(C)(C)C)CC4)c(C(=O)Nc4ccc(C(=O)OC)cc4)cn3n2)cc1	-2.6%
50	OCC(Cc1ccc2c(c1)OCO2)C(CO)Cc1ccc2c(c1)OCO2 (configuration not stated)	8.1%

Additional compounds
#	mol	aSyn tox rescue
57	O=C(CCC(=O)N1CCOc2ccc(Cl)cc21)NCCCN1CCN(Cc2ccccc2)CC1	1.7%
58	COc1cc(NC(=O)CSc2ccc(-c3sc(C)nc3C)nn2)cc(OC)c1	5.6%
59	CCC(Sc1nc2ccccc2c2nc(CCc3c(C)n[nH]c3C)nn12)C(=O)Nc1ccc(F)cc1 (configuration not stated)	0.5%
60	CCOC(=O)c1ccc(NS(=O)(=O)c2ccc(-c3cc(C)no3)cc2)cc1	1.7%
61	Cc1ccccc1NC(=O)COC(=O)C1C2CC3OC(=O)C1C3C2 (configuration not stated)	-9.3%
62	CCOc1cccc(C2c3[nH]c4ccccc4c3CCN2C(=O)CCc2ccccc2)c1 (configuration not stated)	-3.9%
63	CCOc1ccccc1NC(=O)C1=C(C)Nc2ncnn2C1c1ccc(C)o1 (configuration not stated)	1.4%
64	CC(=O)c1cccc(NC(=O)c2ccc3nc(Cc4ccccc4)oc3c2)c1	3.2%
65	CCS(=O)(=O)c1ccc(O)c(NC(=O)COc2ccc(Cl)cc2)c1	3.4%
66	CC1Cc2nc(SCC(=O)NCc3ccccc3)n(Cc3ccccc3)c(=O)c2S1 (configuration not stated)	-6.3%
67	CCN1CCN(c2ncc3c(n2)CCN(Cc2cccc(F)c2F)C3)CC1	8.8%
68	COc1nccnc1NS(=O)(=O)c1ccc(NCc2cc(Br)ccc2O)cc1	-11.1%
69	O=C(CSc1ncc2c(n1)-c1ccccc1N(Cc1ccccc1)S2(=O)=O)Nc1ccccc1	-1.3%
70	Cc1cc(C)n(-c2ccc(S(=O)(=O)N3CCOCC3)cc2[N+](=O)[O-])n1	-0.1%
71	COc1ccccc1CNC(=O)c1cc2ccccc2o1	9.8%
72	CCC(=O)c1cn(CC(=O)Nc2ccc(OC)cc2)c2ccccc12	1.2%

Arranged by count of non-hydrogen atoms (high to low): some entries from above.
#	mol	aSyn tox rescue
2	CCOc1ccc(-c2cc(CCCC(=O)NCCc3ccc(OC)c(OC)c3)no2)cc1	7.0%
44	CCCCCCn1c(CN2CCN(CCO)CC2)nc2c1c(=O)n(C)c(=O)n2C	-12.4%
71	COc1ccccc1CNC(=O)c1cc2ccccc2o1	9.8%

Continued.
#	mol	aSyn tox rescue
73	Cn1cc(S(=O)(=O)Nc2cccc(F)c2)c(=O)n(C)c1=O	3.0%
74	Cc1ccc2oc(C(=O)Nc3ccc(S(=O)(=O)Nc4nc(C)cc(C)n4)cc3)cc(=O)c2c1	-3.5%
75	Cc1ccc2c(c1C)NC(=O)CC2c1ccc(Cl)cc1Cl (configuration not stated)	-1.7%
76	Cc1ccc(-n2ncc3c(N(CC(C)C)CC(C)C)ncnc32)c(C)c1	-30.2%[inhibitor]
77	CSc1ncc(C(=O)NCc2ccccc2F)c(-c2ccccc2)n1	-2.5%
78	O=C(CSc1nc(=O)[nH]c2c1CCC2)NCc1ccc(F)cc1	4.4%
79	CCOc1ccc(CNC(=O)C2CCCN(c3nn4cc(-c5ccc(OC)cc5)nc4s3)C2)cc1 (configuration not stated)	-2.5%
80	CCc1nn(CC(=O)NC(C)CC)c(=O)c2cc3c(OC)cccc3n12 (configuration not stated)	-7.9%
81	COc1ccc(Oc2nc3c(c(=O)n(Cc4ccc(Br)cc4)c(=O)n3C)n2C)cc1	-2.9%
82	COc1ccccc1NC(=O)CSc1nnc(C)s1	6.7%
83	COc1cc(NS(=O)(=O)c2ccc(NC(=O)c3ccc(OC)c(Br)c3)cc2)nc(OC)n1	2.3%
84	COc1cc(C(=O)Nc2ccc(-c3nc4ccccc4o3)c(O)c2)cc(OC)c1OC	2.5%
85	Cc1ccc(NS(=O)(=O)c2ccc3c(c2)NC(=O)CCS3)c(Br)c1	7.7%
86	Cc1ccc(CCNS(=O)(=O)c2ccc3c(c2)NC(=O)C(C)C(=O)N3)cc1 (configuration not stated)	6.0%
87	Cc1nc(N=C(N)N)nc2ccccc12	0.8%
88	FC(F)(F)c1cccc(-c2nnn3c2nc(NC2CCCCC2)c2ccccc23)c1	-5.4%
89	CCOC(=O)c1cc(C)n(CC2CCC(C(=O)Nc3ccc(C(=O)OC)cc3)CC2)c1C (configuration not stated)	-2.1%
90	CC(=O)N/C(=C\c1ccccc1)C(=O)OCC(=O)Nc1cc(S(=O)(=O)N(C)C)ccc1Cl	-3.6%
91	O=C(c1ccco1)N1CCN(C(=O)c2cccc3c2C(=O)N(Cc2cccnc2)C3)CC1	-2.6%
92	COc1ccc(CCNC(=O)C(=O)NCC2OCCN2S(=O)(=O)c2cc(F)ccc2F)cc1 (configuration not stated)	4.3%
93	C=CCNC(=O)COC(=O)CCC(=O)c1cccs1	-48.3%[inhibitor]
94	CN(C)S(=O)(=O)c1cccc(C(=O)Nc2ccccc2)c1	1.9%
95	CCOC(=O)C1=C(CN(C)Cc2ccccc2)NC(=O)NC1c1ccc(OC)cc1 (configuration not stated)	4.8%
96	CCOC(=O)C1CCCc2c1[nH]c1ccc(Cl)cc21 (configuration not stated)	-19.2%
97	CC(=O)N1CCN(S(=O)(=O)c2cccc(C(=O)OCN3C(=O)c4ccccc4C3=O)c2)CC1	10.4%
98	CC1CCCCC1NC(=O)c1cc(=O)[nH]c2ccccc12 (configuration not stated)	3.5%
99	COc1ccc2c(c1)c(=O)c(S(=O)(=O)c1ccc(F)cc1)cn2CC(=O)Nc1ccc(C)cc1C	-2.0%
100	Cc1cccc(CNC(=O)CN2C(=O)CSc3c2c(C)nn3-c2ccccc2)c1	-2.9%
101	CCc1ccc(CNC(=O)c2nn(-c3ccc(C)cc3)c(=O)c3c2c2ccccc2n3C)cc1	-10.0%
102	COC(=O)c1ccccc1Sc1snnc1C	-2.4%
103	COCCn1c(CN2CCN(C)CC2)nc2c1c(=O)n(C)c(=O)n2C	1.6%
104	Cc1ccc(-c2nn(-c3ccccc3)cc2C(=O)Nc2ccc(C(=O)O)cc2)cc1	-5.5%
105	COc1ccccc1N(CC(=O)N1CCc2ccccc2C1)S(C)(=O)=O	-1.3%
106	Cc1ccc(C)c(NS(=O)(=O)c2cc3c(cc2Cl)NC(=O)CO3)c1	-3.6%
107	COC(=O)c1sc2cc(C(F)(F)F)cnc2c1-c1ccccn1	-1.3%
108	COc1cc(C(c2c(C)[nH][nH]c2=O)c2c(C)[nH][nH]c2=O)cc([N+](=O)[O-])c1O	-15.4%
109	CCc1ccc(CN2C(=O)c3ccccc3C2C(=O)NC2CCCCCC2)cc1 (configuration not stated)	-1.9%
110	CC1=C(C(=O)N2CCOCC2)CC(CC(=O)NCCN2CCOCC2)C(=O)N1Cc1ccc(C(C)(C)C)cc1 (configuration not stated)	5.4%
111	COCCNc1ncnc2c1cnn2-c1cc(Cl)ccc1C	0.5%

A portion of the library; rates above refer to the full screens.
